# From PubChem BioAssay
# uPA generation = blocks generation of uPA at the cell surface; cell surface uPA generation assay, qHTS; Potency, µM (series often up to 38.3 µM), for the others: at the highest dose activity change, negative = inhibition, hits mostly inhibitors; 0.31% of 330,000 active; AID 540303; active means well fitted inhibition curve with a large enough effect; inconclusive means small, poorly fitted or top-dose-only effect; inactive means no such curve, though single readings can be large or run the other way; tested in mouse RAW 264.7 cells; further: potency means the concentration at half of the fitted maximal effect; on the % scale 0 is the no-effect control and ±100 the full control effect; nearly all actives have a fitted effect of over 55% in size
# TSHR antagonist = antagonists of human thyroid stimulating hormone receptor. P16473. TSHR-expressing cells, TSH-stimulated cAMP HTRF, 2 h; active compounds read low. activity change, negative = inhibition, % at 11.5 µM. 0.2% of 330,000 active. AID 504810;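 active means activity change below a set negative limit, meaning inhibition stronger than a set level, cut at about -70% in these data; inconclusive means activity change between two set negative limits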; further: on the % scale 0 is the no-effect control and ±100 the full control effect
#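 Cell-based HTRF cAMP assay; TSHR cells + compound, TSH EC80 (4nM final), 2 h, 37 deg C. Lysis with anti-cAMP cryptate and cAMP-d2, 30 min RT, read 665/620 nm.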
# ELG1 DNA repair = blocks ELG1-dependent DNA repair in HEK293T cells | HEK293T ELG1-luciferase reporter, luminescence, 16 h; DNA damage induced by 5-fluorouridine | Potency, µM (titrated, usually from 46.1 µM), for inactives: at the highest dose activity change, negative = inhibition, actives largely listed as inhibitors | 2.3% of 330,000 active | AID 504467; further: potency means the concentration at half of the fitted maximal effect; on the % scale 0 is the no-effect control and ±100 the full control effect; nearly all actives have a fitted effect of over 55% in size
#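 Overnight (16 hr) co-exposure of 2,000 cells/well to 5-fluorouridine and compound at 37 °C preceded detection. Luciferase was quantified via ONE-Glo luminescence; loss of signal denotes inhibition.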
# Eya2 inh = inhibitors of human Eya2 phosphatase activity; O00167; recombinant Eya2, OMFP fluorescence dephosphorylation (OMFP is methylfluorescein phosphate); Potency, µM (highest dose often 76.9 µM), for inactives: at the highest dose activity, negative = inhibition, hits mostly inhibitors; 0.006% of 330,000 active; AID 488837; further: potency means the concentration at half of the fitted maximal effect; on the % scale 0 is the no-effect control and ±100 the full control effect
#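 Eya2 protein (added as 0.2 uM solution) was preincubated with compound for 10 min at ambient temperature in 50 mM HEPES pH 7.5, 50 mM NaCl, 5 uM MgCl2, 0.05% BSA, 1 mM DTT. OMFP (added at 50 uM) then reacted 10 min; fluorescence read at 485/525 nm.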
# Tb PFK block = T. brucei PFK enzyme inhibition | O15648 | T. brucei PFK, ADP-Glo luminescence | Potency, µM (highest dose often 57.5 µM), without a hit: at the top dose activity, negative = inhibition, most hits filed as inhibitors | 0.17% of 330,000 active | AID 485367;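 further: potency means the concentration at half of the fitted maximal effect; 0% = uninhibited 1x PFK enzyme wells and -100% = no-enzyme wells; nearly all actives have a fitted effect of over 60% in size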
#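 ADP-Glo luminescence quantified ADP after 45 min at room temperature, with 1.25 nM T. brucei PFK, 0.1 mM ATP and 0.5 mM fructose-6-phosphate in pH 8.0 TEA buffer. qHTS titrations up to 57 µM; curves classified by quality.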
# PTAP TSG101 blk = blocks PTAP/TSG101 interaction to inhibit HIV-1 budding; Q99816; Fluorescence polarization, FITC-PTAP peptide / Tsg101 binding; Potency, µM (top dose mostly 115 µM), inactives show at the highest dose activity change, negative = inhibition, usual class: inhibitors; 340,000 tested, under 10 active; AID 493005; active means well fitted inhibition curve with a large enough effect in the main read-out, with a control signal flat, not every such curve was filed as active; inconclusive means small, poorly fitted or top-dose-only effect, or effect the other way, or a change in a side signal; inactive means no such curve, though single readings can be large or run the other way; further: potency means the concentration at half of the fitted maximal effect; % of control where 0% means no effect
#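 FP read-out: FITC-PTAP peptide, 50 nM final, binding Tsg101 binding domain, 10 uM final; 20 min, r.t.; 10 mM HEPES pH 7.5, 0.15 M NaCl, 0.01% Tween 20, 3 mM EDTA, 0.1 mM TCEP.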
# B2AR arrestin = beta2AR (human) beta-arrestin recruitment activity. 0.02% of 330,000 active. Potency, µM (doses to about 46.1 µM), for inactives: at the highest dose activation, actives largely listed as activators. AID 492947. beta-arrestin recruitment to beta2AR, cell-based reporter;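 further: potency means the concentration at half of the fitted maximal effect; 0% = DMSO controls and full agonism = EC100 isoproterenol or metaproterenol; nearly all actives have a fitted effect of over 65% in size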
# Chronic BCR inh = blocks chronic active B-cell receptor signaling | 0.05% of 340,000 active | AID 493014 | Potency, µM (titrated, usually from 46.1 µM), inactives show top-dose ratio change, negative = lower green/red ratio, usual class: inhibitors | ABC-DLBCL IkBa-CBG/CBR reporter, luminescence ratio, 4 h; active means well fitted inhibition curve with a large enough effect in the signal ratio, with a control signal flat, not every such curve was filed as active; inconclusive means small, poorly fitted or top-dose-only effect, or effect the other way, or a change in a side signal; the % refers to the signal ratio;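 further: potency means the concentration at half of the fitted maximal effect; plate controls were basal doxycycline-induced cells for no effect and cells given 10 µM MG132 for full effect; MG132 reads +100%, hits lower the ratio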
#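 Compounds up to 46 uM were incubated four hours with TMD8 cells whose green CBG68 luciferase is fused to IkappaBalpha; red CBR luminescence normalised the signal, and concentration-effect curves were fitted to fusion, red and ratio data.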
# Mito fusion act = blocks mitochondrial division or promotes mitochondrial fusion | S. cerevisiae fusion-defective mutant growth rescue, CellTiterGlo 48 h | Potency, µM (series often up to 46.1 µM), inactives show at the top dose growth rescue (activation), actives largely listed as activators | 0.23% of 320,000 active;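 further: potency means the concentration at half of the fitted maximal effect; % of control where 0% means no effect; nearly all actives have a fitted effect of over 45% in size; temperature-sensitive fusion mutants such as fzo1-1 at 37 °C on non-fermentable ethanol glycerol medium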
#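 Compounds are tested for their ability to restore growth of mitochondrial fusion-defective yeast strains at non-permissive 37C in YPEG medium over 48 hours. Viability is quantified by luciferase luminescence.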
# TCR activator = activates T cell receptor signaling. 330,000 tested, under 10 active. Potency, µM (highest dose often 9.22 µM), for inactives: top-dose activation of IL-2 secretion, most hits filed as activators. primary human leukocytes, anti-CD3, IL-2 HTRF, 48 h; further: % of control where 0% means no effect
#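 Using a-CD3 beads without co-stimulation, primary human leukocytes were exposed to compounds for 48 hr. An HTRF IL-2 kit measured the cytokine, with europium-to-d2 energy transfer producing emission at 665nm upon 320nm excitation.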
# USP2a inh = inhibitors of human ubiquitin-specific protease USP2a | 0.01% of 330,000 active | O75604 | Potency, µM (top dose mostly 38.3 µM), inactives show at the top dose activity change, negative = inhibition, actives largely listed as inhibitors | USP2 core, Ub-CHOP2 coupled fluorogenic reporter, 485/531;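 further: potency means the concentration at half of the fitted maximal effect; plate controls were DMSO wells for no effect and full inhibition by NEM control for full effect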
# Target sequence (O75604 whole entry, looked up): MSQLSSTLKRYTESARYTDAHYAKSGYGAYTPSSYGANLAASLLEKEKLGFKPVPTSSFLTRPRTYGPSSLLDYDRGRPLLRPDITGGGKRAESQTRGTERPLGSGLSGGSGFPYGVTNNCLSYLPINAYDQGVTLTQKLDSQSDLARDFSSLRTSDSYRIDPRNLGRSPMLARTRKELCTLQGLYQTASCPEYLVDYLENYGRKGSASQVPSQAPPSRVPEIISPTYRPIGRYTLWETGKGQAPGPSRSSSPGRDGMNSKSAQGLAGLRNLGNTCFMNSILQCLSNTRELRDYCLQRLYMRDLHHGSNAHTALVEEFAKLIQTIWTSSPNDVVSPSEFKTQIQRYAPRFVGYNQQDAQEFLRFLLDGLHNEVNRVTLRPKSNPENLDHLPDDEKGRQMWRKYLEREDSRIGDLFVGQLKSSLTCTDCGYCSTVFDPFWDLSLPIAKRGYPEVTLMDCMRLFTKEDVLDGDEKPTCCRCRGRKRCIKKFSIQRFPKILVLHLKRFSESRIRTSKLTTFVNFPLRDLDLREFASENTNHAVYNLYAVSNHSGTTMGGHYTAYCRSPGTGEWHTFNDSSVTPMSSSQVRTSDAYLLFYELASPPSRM
#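 USP2 core (10nM final) preincubated 30min RT with compound in 20mM Tris-HCl pH 8.0, 2mM CaCl2, 2mM beta-mercaptoethanol, 0.05% CHAPS; 25nM Ub-CHOP2 plus 25nM reporter substrate added, fluorescence (Ex485/Em531) read after 60min.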
# Starred values were filed as active, the others as inactive; ? = inconclusive; / = not tested or not shown; [ ] = dose if it differs, or a comment. Unless noted, the call rests on the fitted dose curve; in most records, active means well fitted curve in the direction sought with a large enough effect; inconclusive means small, poorly fitted or top-dose-only effect, or another doubt; inactive means no such curve, though single readings can be large; an effect the other way counts as inactive or inconclusive.
molecule	PTAP TSG101 blk	uPA generation	Tb PFK block	ELG1 DNA repair	Mito fusion act	USP2a inh	TCR activator	Eya2 inh	TSHR antagonist	B2AR arrestin	Chronic BCR inh
COc1ccc(CC(=O)OCC(=O)c2ccc(OC)c(OC)c2)cc1	-2%	-1%	-6%	9%	-3%	-1%	1%	8%	-8	-0.9%	?
Cc1ccc(C)c(-n2c(SCC(=O)NCC3CCCO3)nnc2-c2ccoc2C)c1 (configuration not stated)	-8%	1%	6%	-1%	1%	-4%	-1%	-8%[15.4 µM]	-3	0.3%	2%
Cc1nn(-c2ccccc2Cl)c(Cl)c1/C=N/Nc1nc2ccccc2s1	-2%	-1%	1%	?	-6%	1%	2%[46.1 µM]	-20%	-2	-0.4%	0%
COc1ccc(CCN2CNc3c(c(=O)n(C)c(=O)n3C)C2)cc1	-1%	0%	-3%	-12%	-3%	0%	5%	4%	-12	-0.3%	-1%
CC(NC(=O)c1ccc(OC2CCN(Cc3ccccn3)CC2)cc1)c1ccccc1 (configuration not stated)	1%	-12%	-10%	17%	-13%	1%	2%	-8%	28	-0.4%	0%
O=C(CN1CCN(c2ccc(F)cc2)CC1)Nc1ccccc1	-5%	20%	1%	-19%	4%	-1%	-3%	-23%	-19	-0.4%	-12%
COc1ccccc1N1C(=O)C(Cl)=C(Nc2ccccc2O)C1=O	-5%	2%	-21%	-4%	3%	0%	-7%	4%	-9	-0.1%	?
CC(=O)Nc1ccc(Cc2nc3c([nH]2)c(=O)n(C)c(=O)n3C)cc1	/	/	-1%	6%	12%	1%	/	15%	4	-0.6%	?
COc1ccc(C(=O)Nc2ccc(OCc3ccccc3)cc2)cc1[N+](=O)[O-]	-5%	-2%	2%	8%	-2%	2%	-2%	4%	-11	14%	1%
Cc1nn(Cc2c(F)cccc2Cl)c(C)c1NC(=O)C1CC1	-2%	5%	-7%	8%	3%	2%	-2%[46.1 µM]	-1%	14	-1.2%	3%
O=C1N/C(=N\S(=O)(=O)c2ccccc2)S/C1=C\c1cc([N+](=O)[O-])ccc1O	17%	-4%	14%	2%	7%	2%	-12%	14%	-16	-0.5%	2%
CCC(C)(C)NC(=O)C(c1ccccn1)N(C(=O)c1csnn1)c1ccc(C)cc1 (configuration not stated)	-3%	-3%	-1%	15%	-5%	7%	-3%	6%	-6	-0.2%	?
COCCCN(CC(=O)O)S(=O)(=O)c1cccc(Cl)c1	-1%	0%	0%	8%	0%	0%	1%	3%	-8	-0.2%	2%
Cc1cc(C(=O)Nc2ccccc2C(=O)O)c(C)o1	1%	-1%	0%	-6%	20%	0%	-8%	0%	-16	-0.1%	2%
COc1ccc(OCC(=O)N2CC3(C)CC2CC(C)(C)C3)cc1 (configuration not stated)	-1%	3%	0%	4%	-1%	4%	4%	-1%	-4	-0.2%	10%
CN(C(=O)CN1C(=O)S/C(=C\c2ccccc2F)C1=O)C1CCS(=O)(=O)C1 (configuration not stated)	-2%	7%	-3%	1%	0%	5%	-14%	6%	-8	-0.2%	-3%
COC(=O)CC1=NN(c2ccccc2)C(=O)C1	0%	6%	17%	5%	9%	4%	7%	9%	-7	-0.2%	?
